# Avidin bead fluor: avidin bead compound fluorescence profile; Avidin beads, compound fluorescence 488/530 nm, flow cytometry; active compounds read high; fluorescence (KMESF) at 10 µM; 220,000 compounds, 0.38% hits; AID 1775; in the data active = fluorescence above about 47; note: inactives centre near 10
# Cdc42 wt GTP: changes GTP binding to wildtype human Cdc42. P60953. GST-Cdc42 beads, Bodipy-GTP binding, flow cytometry; actives lie on both sides. percent activity (GTP binding), % at 10 µM. 190,000 compounds, 0.2% hits. AID 761;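 active = percent activity GTP binding at least 20 points away from the 100% baseline, either down as inhibitor or up as activator; inconclusive = compound flagged as likely green fluorescent from well-wide comparison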;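 note: median bead fluorescence of bound Bodipy-FL-GTP at 100 nM; 0% = excess unlabeled GTP control and 100% = no compound control; below 100% means less GTP binding so inhibitor and above means activator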
# Target sequence (P60953 whole entry, looked up): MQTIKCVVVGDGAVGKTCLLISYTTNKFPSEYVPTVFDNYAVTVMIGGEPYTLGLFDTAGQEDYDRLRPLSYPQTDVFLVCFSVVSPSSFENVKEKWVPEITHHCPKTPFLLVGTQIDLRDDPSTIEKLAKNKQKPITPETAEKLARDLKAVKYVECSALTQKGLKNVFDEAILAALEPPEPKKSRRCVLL
# HRas wt GTP: human HRas wildtype GTP binding, change in either direction | P01112 | GST-Ras wt beads, Bodipy-FL-GTP binding, flow cytometry; actives lie on both sides | GTP binding activity, % at 10 µM | 190,000 compounds, 0.14% hits;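 active = GTP binding activity at least 20% away from the 100% baseline, either lowered as inhibitor or raised as activator; inconclusive = flagged as likely green fluorescent, judged across all proteins in the well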;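 note: 0% = unlabeled GTP competition control and 100% = no-compound control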
# Target sequence (P01112 whole entry, looked up): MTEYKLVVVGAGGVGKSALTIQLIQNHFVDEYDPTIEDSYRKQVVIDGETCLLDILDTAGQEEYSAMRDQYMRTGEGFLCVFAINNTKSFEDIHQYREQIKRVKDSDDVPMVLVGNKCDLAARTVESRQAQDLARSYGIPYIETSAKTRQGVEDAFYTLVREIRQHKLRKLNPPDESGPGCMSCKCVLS
# Rab7 wt GTP bind: alters GTP binding to wildtype dog Rab7; GST-Rab7 beads, fluorescent GTP binding, flow cytometry; actives lie on both sides; untreated = 100%, excess cold GTP = 0%; GTP binding activity (percent of control), % at 10 µM; 190,000 compounds, 0.055% hits; AID 758;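 active = fluorescent GTP binding to Rab7 beads changed by at least 20 points from the 100% baseline, either direction, mostly lower; inconclusive = compound itself probably fluorescent, or too few beads counted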;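 note: median green fluorescence of bound Bodipy-FL-GTP per Rab7 bead population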
# Mcl1 Noxa PPI: disrupts binding of human Mcl-1 to Noxa peptide; TR-FRET Mcl-1/Noxa peptide binding, 2 h; inhibition, % at 21.7 µM; 220,000 compounds, 1.5% hits;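 active = compounds that cut the protein-peptide binding signal by more than 50% relative to plate controls in a single-dose test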;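 note: His-tagged Mcl-1 with rhodamine Noxa BH3 peptide and terbium anti-His antibody; 0% = Mcl-1 plus Noxa peptide wells and 100% = peptide-only wells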
# Target sequence (Q07820 whole entry, looked up): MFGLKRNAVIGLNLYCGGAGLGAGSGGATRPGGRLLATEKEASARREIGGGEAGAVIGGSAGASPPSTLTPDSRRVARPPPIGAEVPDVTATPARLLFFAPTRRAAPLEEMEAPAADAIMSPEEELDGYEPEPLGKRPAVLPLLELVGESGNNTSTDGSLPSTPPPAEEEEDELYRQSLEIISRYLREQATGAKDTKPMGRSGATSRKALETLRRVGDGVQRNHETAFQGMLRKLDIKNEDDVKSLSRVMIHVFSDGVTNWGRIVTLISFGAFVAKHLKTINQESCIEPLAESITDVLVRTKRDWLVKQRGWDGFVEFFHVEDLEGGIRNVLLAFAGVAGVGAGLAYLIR
# Mcl1-Bid inh: Mcl-1/Bid interaction inhibition; inhibition, % at 21.7 µM; Q07820; 220,000 compounds, 0.97% hits; TR-FRET Mcl-1/Bid-Dy647 peptide binding, 1536-well;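 active = compounds that cut the binding signal by more than half at the single screening dose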;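 note: His-tagged Mcl-1 with europium anti-His antibody binding Bid BH3 peptide; 0% = Mcl-1 plus peptide wells and 100% = peptide-only wells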
# Rac1 mut GTP: modulators of GTP binding to human Rac1 activated mutant | 190,000 compounds, 0.11% hits | GST-Rac1 activated beads, fluorescent GTP binding, flow cytometry; actives lie on both sides; 100% means binding = to untreated wells | P63000 | percent activity (GTP binding), % at 10 µM;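 active = GTP binding at least 20 percentage points away from the 100% baseline, in either direction, so actives lie on both sides; inconclusive = Compound likely fluorescent itself, or too few beads counted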
# Pf gametocyte: inhibitors of late stage P. falciparum gametocyte viability. P. falciparum stage V gametocytes, ATP luminescence, 24 h. inhibition, % at 10.9 µM. 150,000 compounds, 0.065% hits;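 active = inhibition above the mean plus 3 SD of compounds within the control limits, set per campaign, cut at about 38% in these data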;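 note: 0% = DMSO wells and 100% = medium only without gametocytes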
# Mcl-1 Bim block: disrupts Bim peptide binding to human Mcl-1; Bead-based flow cytometry, Bim peptide-Mcl-1 binding; inhibition, % at 10 µM; Q07820; 190,000 compounds, 0.1% hits; in the data active = inhibition above about 40%;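 note: 0% = no compound tracer wells and 100% = peptide blocker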
# Rac1 wt GTP bind: alters GTP binding to wildtype human Rac1; P63000; GST-Rac1 beads, fluorescent GTP binding, flow cytometry; actives lie on both sides; 0 = cold GTP competed, 100 = untreated; GTP binding activity (% of control), % at 10 µM; 190,000 compounds, 0.27% hits; AID 757;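 active = GTP binding activity at least 20 points away from the 100% control level, either lower or higher; inconclusive = compound flagged as likely green fluorescent, judged across all proteins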
# Rab2 wt GTP: changes GTP binding to wildtype dog Rab2A, up or down. P61105. GST-Rab2 wt beads, Bodipy-GTP binding, flow cytometry. GTP binding activity, % at 10 µM. 190,000 compounds, 0.19% hits;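 active = GTP binding activity at least 20 points away from 100%, either lowered or raised; inconclusive = signal likely due to the compound's own green fluorescence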;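 note: 0% = beads with excess unlabeled GTP and 100% = no-compound control corrected for plate trend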
# Active calls of the source: *; ? = inconclusive; nt = not tested or not shown. An unsorted share of the library. Share with any hit: about 2.7%.
SMILES,Avidin bead fluor,Cdc42 wt GTP,HRas wt GTP,Rab7 wt GTP bind,Mcl1 Noxa PPI,Mcl1-Bid inh,Rac1 mut GTP,Pf gametocyte,Mcl-1 Bim block,Rac1 wt GTP bind,Rab2 wt GTP
COCc1c(C)cc(C)c(/C=N/O)c1C,6,99,98,94,6,-9,96,10,0,101,97
CCOC(=O)c1c(-c2ccc(OC)cc2)csc1NC(=O)CCN1C(=O)c2ccccc2C1=O,12,103,102,98,7,-14,100,nt,0,108,97
O=C(Cn1cncn1)N/N=C/c1ccc(Cl)cc1,5,99,98,93,11,-5,96,nt,-3,99,97
CC1CCCN(c2nc(-c3cccnc3)nc3scc(-c4ccccc4)c23)C1 (centres undefined),11,87,97,95,-9,-13,98,0,-7,98,96
COc1ccc(N2C(N)=NC(N)=NC2(C)C)cc1,6,97,97,94,-11,-11,97,nt,0,98,98
COc1ccc(-c2csc(Nc3ccccc3)n2)cc1,10,99,95,98,83*,-16,92,0,-1,93,95
Cc1ccc(CNC(=O)c2ccccc2NS(C)(=O)=O)cc1,16,97,100,102,10,17,98,-27,0,96,101
COc1ccc(C)cc1NC(=O)CCS(=O)(=O)c1ccc2c(c1)CCN2C(C)=O,9,95,95,110,12,-20,93,15,-1,98,96
CN(C)C(=S)Nn1c(-c2ccccc2)nc2ccccc2c1=O,4,99,100,98,7,-30,100,4,-3,102,98
O=C(CSCc1nc2ccccc2[nH]1)N1CCN(c2ccc(F)cc2)CC1,14,102,100,101,-9,-23,101,-6,0,102,102
O=C(CSc1n[nH]c(-c2ccccc2)n1)Nc1ccc(N2CCOCC2)cc1,11,100,98,98,3,-14,96,-20,0,99,98
C=CCn1c(-c2csc(-c3ccc(OC)c(OC)c3)n2)n[nH]c1=S,13,87,91,100,44,-31,89,18,2,86,90
Nc1c(C(=O)Nc2ccc(Cl)cc2)oc2ccccc12,6,99,98,96,4,-21,99,nt,0,101,98
c1csc(-c2ncc3ccccn23)c1,37,96,95,95,-2,-29,96,10,0,94,93
CC1CCCN(C2=NC(=O)/C(=C/c3cn(-c4ccccc4)nc3-c3cccc(S(=O)(=O)N(C)C)c3)S2)C1 (centres undefined),15,97,99,101,6,-29,94,nt,-3,99,98
CN(C)S(=O)(=O)c1cccc(C(=O)Nc2ccccc2Cl)c1,5,104,102,105,8,-15,96,nt,-1,103,104
CCOC(=O)C1C(=O)N(C(=O)c2ccc(OC)cc2)CC1c1ccccc1 (centres undefined),9,98,97,96,5,-1,93,-11,0,95,98
CC(=O)Nc1sc2c(c1C(c1cccs1)N1CCOCC1)CCCC2 (centres undefined),13,104,102,107,4,-5,101,nt,-4,105,103
COc1cc(/C=N\NC(=O)CC(=O)NCCc2ccccc2)ccc1O,13,98,98,95,4,-60,97,2,0,100,97
CCOc1cc(N2CCOCC2)c(OCC)cc1NC(=O)COc1ncnc2ccccc12,13,96,98,100,-1,-36,99,21,-4,100,100
NC(N)=N/N=C/c1ccccc1,11,103,102,94,-15,-31,103,nt,2,101,102
Cc1ccc(C(=O)OCC(=O)Nc2ccccc2C(F)(F)F)cc1S(=O)(=O)N1CCOCC1,35,104,103,105,29,-37,100,0,-1,104,103
Cn1c(=O)[nH]c(=O)c2c1nc(N1CCCCCC1)n2CCCSc1nnnn1-c1ccccc1,1,95,98,97,17,-47,98,nt,-3,101,95
C/C(=N\NC(=O)COc1cc(C)cc(C)c1)c1ccc(N2CCOCC2)cc1,20,100,98,95,21,-27,97,2,-4,101,95
Cc1nnc(SCc2ccccc2Cl)n(N)c1=O,5,96,98,109,-2,-15,97,11,0,101,101

# (cont.)
SMILES,Avidin bead fluor,Cdc42 wt GTP,HRas wt GTP,Rab7 wt GTP bind,Mcl1 Noxa PPI,Mcl1-Bid inh,Rac1 mut GTP,Pf gametocyte,Mcl-1 Bim block,Rac1 wt GTP bind,Rab2 wt GTP
c1ccc(CCNc2nnnn2-c2ccccc2)cc1,27,99,98,96,16,19,96,nt,0,96,95
Cc1noc(C)c1CSc1nnc2ccccn12,16,101,99,101,7,-27,97,-10,-5,104,101
CN1c2ccccc2-c2nc3ccccc3n2C1c1ccccn1 (centres undefined),8,101,99,98,23,-11,98,5,0,103,98
Cc1c(Br)cccc1NC(=O)c1sccc1-n1cccc1,13,97,96,92,2,-33,100,nt,-2,101,93
CC(NC(=O)c1cccs1)C(=O)NC1=NCCS1 (centres undefined),21,100,100,100,-7,19,98,-22,-5,104,102
CCOc1cccc2cc(-c3csc(NC(=O)CCC(=O)N4CCC(C)CC4)n3)c(=O)oc12,7,98,98,91,-3,-7,98,-16,5,101,98
COCCNC(=O)CN(C(=O)CCC(=O)Nc1nccs1)c1ccccc1OC,7,103,102,101,3,-10,100,16,0,106,101
O=C(Nc1ccccc1OC(F)F)c1ccc(Br)o1,38,102,102,101,-2,-25,99,-6,0,100,100
Cn1c(=O)n(Cc2ccco2)c(=N)c2c3c(sc21)CCCC3,10,?,?,?,11,-7,?,nt,0,?,?
Cc1cc(OCC(=O)Nn2cnnc2)ccc1Br,3,96,96,99,10,-2,93,nt,3,94,97
CCc1cc2c(=O)c(-c3ccc4c(c3)OCCO4)c(C)oc2cc1OS(C)(=O)=O,8,104,99,100,9,-32,99,-2,-7,104,98
N#CC1=C(N)SC(N)=C(C#N)C1c1ccnc2ccccc12,9,101,99,95,33,4,100,-143,-8,101,101
Cc1cc(C(=O)CSc2nnc(-c3ccco3)o2)c(C)n1CC1COc2ccccc2O1 (centres undefined),22,97,97,97,15,-19,96,nt,-3,99,94
CCCC(C(=O)n1nc(C)cc1C)C(NS(=O)(=O)c1ccc(C)cc1)c1ccccc1 (centres undefined),8,104,101,99,-18,10,100,-19,-1,100,103
O=C(NCc1ccc2c(c1)OCO2)c1ccc2c(c1)OCCO2,10,97,99,99,3,-13,96,1,-1,98,95
CC[n+]1c(C)cc(C)n1-c1ccccc1,7,96,102,104,7,15,95,3,-1,100,100
COC(=O)c1ccccc1NC(=O)c1cnc2sccn2c1=O,23,98,100,101,9,-2,97,nt,-4,100,100
O=S(=O)(c1ccc2ccccc2c1)N1CCN(S(=O)(=O)N2CCOCC2)CC1,35,94,96,96,0,2,94,7,-4,94,93
O=c1cc(CN2CCN(c3cccc(Cl)c3)CC2)c2cc(O)c(-c3ccccc3)cc2o1,7,100,100,99,27,15,99,nt,0,100,98
CN(Cc1ccccc1)C(=C(Cl)Cl)C(=C1NCCN1)[N+](=O)[O-],16,98,99,95,21,-1,102,nt,-1,99,98
CCOC(=O)C1CCN(C(=O)c2ccccc2NC(=O)c2ccc(Br)cc2)CC1,13,101,99,96,22,-4,101,5,-4,105,100
O=C(NC(O)C(=O)c1ccccc1)c1cccs1 (centres undefined),32,101,101,101,-4,1,100,nt,-1,109,101
Cc1ccc(Sc2c(C)[nH]n(C(C)(C)C)c2=O)cc1,8,105,103,107,-2,-23,100,-58,-3,104,104
Cc1ccc(NC2c3ncccc3C(=O)N2Cc2ccco2)c(C)c1 (centres undefined),19,94,91,93,10,-32,91,-9,1,91,92
CCCCCCN(C(=O)CCCCCN1C(=O)NC(c2ccc(-c3ccccc3)cc2)C(C(=O)OCc2ccccc2)=C1C)C(C(=O)NCCCC)c1ccc(O)cc1 (centres undefined),10,98,103,102,18,8,98,nt,0,109,101

# Going on with the list.
SMILES,Avidin bead fluor,Cdc42 wt GTP,HRas wt GTP,Rab7 wt GTP bind,Mcl1 Noxa PPI,Mcl1-Bid inh,Rac1 mut GTP,Pf gametocyte,Mcl-1 Bim block,Rac1 wt GTP bind,Rab2 wt GTP
CCOC(=O)c1cc2c(=O)n3ccccc3nc2n(C(C)C)c1=NC(=O)c1c(-c2ccccc2Cl)noc1C,5,97,99,105,4,-15,98,-1,7,100,101
O=C(c1cc2nc(-c3ccc(Cl)cc3)cc(C(F)(F)F)n2n1)N1CCOCC1,10,96,93,95,16,-8,93,-22,3,97,92
Cc1ccc2c(=O)oc(N(C)C)nc2c1,10,90,92,98,-14,-2,94,8,-1,94,94
CCCNC(=O)Cc1c(OC)ccc2cc(Br)ccc12,17,103,101,98,2,-13,100,nt,-4,101,97
O=C(Nc1ccc(-c2nc3ccccc3[nH]2)cc1)c1c(F)c(F)c(F)c(F)c1F,9,100,99,101,-17,-5,95,-11,-1,105,102
CC(=O)C1=C(C)NC(SCC(=O)c2ccc(F)cc2)=C(C#N)C1CC(C)C (centres undefined),14,98,100,100,52*,-16,95,3,-9,102,98
COC(=O)c1cc2n(n1)CCN(Cc1ccccc1F)C2=O,8,103,100,95,nt,nt,98,2,0,101,99
COc1cccc(NC(=O)CCN2CCN(C)CC2)c1,5,102,102,103,15,3,100,15,3,103,101
CCNc1sc(C(=O)c2cccs2)c(N)c1-c1nc2ccccc2s1,8,97,95,99,55*,-47,97,nt,4,96,94
COc1cccc(C(=O)N2CCN(C3CCN(Cc4ccccc4)CC3)CC2)c1,5,100,100,96,33,15,98,nt,3,99,97
COc1ccc(Br)cc1/C=N/NC(=O)c1ccc(OC)c(OC)c1,13,?,?,?,0,-23,?,nt,1,?,?
O=C(COC(=O)CCSc1ccccc1)NCc1ccccc1,10,99,98,100,14,-11,98,nt,-1,102,98
O=c1c2ccccc2[nH]c(=S)n1Cc1cccnc1,21,104,103,100,13,-21,97,-5,-5,105,104
Cn1cc2ccc(N)cc2n1,16,102,97,98,-3,-81,96,9,1,97,99
COc1cccc(C(C(=O)NCc2ccco2)N(Cc2ccco2)C(=O)Cn2nnc3ccccc32)c1 (centres undefined),4,100,101,99,2,-8,98,nt,0,108,102
CN(Cc1nc(-c2cccnc2)no1)S(=O)(=O)c1ccc2ccccc2c1,39,104,103,102,25,0,99,20,0,103,104
O=C(Nc1ccc(Br)cc1F)c1cccnc1,14,100,100,99,14,-9,98,1,-5,99,98
O=C(CSc1ccc(-c2ccco2)nn1)c1ccccc1,8,104,100,101,59*,-15,98,4,-7,104,98
O=C(NCc1nc(-c2ccccc2)no1)Nc1ccc(F)cc1,9,95,93,91,10,-18,95,-2,0,89,91
O=C(Nc1nc(-c2cccs2)cs1)c1ccc(Cl)s1,25,100,98,101,18,-9,96,nt,-5,102,97
COc1cc2c(cc1OC)CN(c1nc(-c3cccnc3)nc3ccccc13)CC2,22,91,96,102,11,-11,93,12,1,88,96
CCCCCOc1ccc(C(=O)OCC(=O)Nc2cc(C)c(C)cc2[N+](=O)[O-])cc1,3,94,96,98,5,8,91,5,-3,93,96
O=C(NCc1ccc(F)cc1)c1cc2ccccn2n1,8,105,103,102,9,-10,102,nt,-1,109,106
CC1=C(c2ccccc2)[N+](=O)C2(CCCC2)N1[O-],7,92,97,92,4,-3,92,nt,1,92,93
